# Mcl-1 Bim block: inhibitors of Bim peptide binding to Mcl-1, primary screen, biochemical, bead-based flow cytometry, multiplex; Induced myeloid leukemia cell differentiation protein Mcl-1 (Homo sapiens), Q07820; Bim peptide-Mcl-1 binding; inhibition, % at 10 µM; 190,000 compounds, 0.1% hits; in the data active = inhibition above about 40%;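 note: 0% = no compound tracer wells and 100% = peptide blocker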
# Target sequence (Q07820 whole entry, looked up): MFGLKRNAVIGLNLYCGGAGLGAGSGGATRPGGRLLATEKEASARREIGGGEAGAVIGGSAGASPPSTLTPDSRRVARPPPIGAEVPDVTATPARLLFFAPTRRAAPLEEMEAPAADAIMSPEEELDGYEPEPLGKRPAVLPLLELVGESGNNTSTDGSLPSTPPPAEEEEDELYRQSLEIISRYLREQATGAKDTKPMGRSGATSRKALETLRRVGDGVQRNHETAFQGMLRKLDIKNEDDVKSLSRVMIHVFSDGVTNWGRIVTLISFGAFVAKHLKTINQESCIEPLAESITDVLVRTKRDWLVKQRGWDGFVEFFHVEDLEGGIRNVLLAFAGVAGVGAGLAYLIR
# Rac1 wt modul: wildtype Rac1 GTP binding modulators, primary screen, biochemical, GST-Rac1 beads, flow cytometry, multiplex. GTP binding activity (% of control), % at 10 µM. Ras-related C3 botulinum toxin substrate 1 (Homo sapiens), P63000. 190,000 compounds, 0.27% hits. fluorescent GTP binding; actives lie on both sides; 0 = cold GTP competed, 100 = untreated. AID 757, 2007;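 active = GTP binding activity at least 20 points away from the 100% control level, either lower or higher; inconclusive = compound flagged as likely green fluorescent, judged across all proteins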
# RGS8-Gao reg: RGS8-Galphao binding modulators, primary screen, biochemical, multiplexed bead flow cytometry | 220,000 compounds, 0.34% hits | Guanine nucleotide-binding protein G(o) subunit alpha (Homo sapiens), P09471 | response (percent of control binding), % at 10 µM | actives lie on both sides; in the data active = response below about 60% or above about 140%; inactive = in between;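 note: Galphao activated as the GDP aluminium fluoride complex binding bead-coupled RGS8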
# Cdc42 wt GTP: modulators of GTP binding to wildtype Cdc42, primary screen, biochemical, multiplex bead flow cytometry, Bodipy-GTP; GST-Cdc42 beads; actives lie on both sides; Cell division control protein 42 homolog (Homo sapiens), P60953; AID 761, 2007; 190,000 compounds, 0.2% hits; percent activity (GTP binding), % at 10 µM;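 active = percent activity GTP binding at least 20 points away from the 100% baseline, either down as inhibitor or up as activator; inconclusive = compound flagged as likely green fluorescent from well-wide comparison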;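 note: median bead fluorescence of bound Bodipy-FL-GTP at 100 nM; 0% = excess unlabeled GTP control and 100% = no compound control; below 100% means less GTP binding so inhibitor and above means activator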
# Target sequence (P60953 whole entry, looked up): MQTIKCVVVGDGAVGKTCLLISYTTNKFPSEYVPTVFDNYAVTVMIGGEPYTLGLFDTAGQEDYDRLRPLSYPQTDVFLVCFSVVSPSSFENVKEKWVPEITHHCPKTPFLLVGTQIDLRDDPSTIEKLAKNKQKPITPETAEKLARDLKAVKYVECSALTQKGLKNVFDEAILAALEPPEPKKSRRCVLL
# Rab2 wt GTP: modulators of GTP binding to Rab2A wildtype, primary screen, biochemical, dog, bead-based flow cytometry, multiplex; Ras-related protein Rab-2A (Canis lupus familiaris), P61105; GST-Rab2 wt beads, Bodipy-GTP binding; GTP binding activity, % at 10 µM; 190,000 compounds, 0.19% hits; AID 760, 2007;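 active = GTP binding activity at least 20 points away from 100%, either lowered or raised; inconclusive = signal likely due to the compound's own green fluorescence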;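 note: 0% = beads with excess unlabeled GTP and 100% = no-compound control corrected for plate trend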
# HRas wt GTP: modulators of GTP binding to HRas wildtype, primary screen, biochemical, bead-based flow cytometry, multiplex; GTPase HRas (Homo sapiens), P01112; GST-Ras wt beads, Bodipy-FL-GTP binding; actives lie on both sides; GTP binding activity, % at 10 µM; 190,000 compounds, 0.14% hits; AID 759, 2007;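 active = GTP binding activity at least 20% away from the 100% baseline, either lowered as inhibitor or raised as activator; inconclusive = flagged as likely green fluorescent, judged across all proteins in the well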;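 note: 0% = unlabeled GTP competition control and 100% = no-compound control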
# Target sequence (P01112 whole entry, looked up): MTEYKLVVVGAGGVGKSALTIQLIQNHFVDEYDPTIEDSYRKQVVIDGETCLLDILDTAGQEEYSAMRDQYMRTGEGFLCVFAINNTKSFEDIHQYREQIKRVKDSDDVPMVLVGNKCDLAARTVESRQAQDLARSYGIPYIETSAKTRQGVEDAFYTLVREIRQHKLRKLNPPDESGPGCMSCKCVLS
# Mcl1 Noxa PPI: Mcl-1/Noxa binding inhibitors, primary screen, biochemical, TR-FRET, 1536-well; AID 1022, 2008; Induced myeloid leukemia cell differentiation protein Mcl-1 (Homo sapiens), Q07820; 220,000 compounds, 1.5% hits; inhibition, % at 21.7 µM; TR-FRET Mcl-1/Noxa peptide binding, 2 h;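 active = compounds that cut the protein-peptide binding signal by more than 50% relative to plate controls in a single-dose test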;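 note: His-tagged Mcl-1 with rhodamine Noxa BH3 peptide and terbium anti-His antibody; 0% = Mcl-1 plus Noxa peptide wells and 100% = peptide-only wells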
# Mcl1-Bid inh: Mcl-1/Bid binding inhibitors, primary screen, biochemical, TR-FRET, 1536-well; Induced myeloid leukemia cell differentiation protein Mcl-1 (Homo sapiens), Q07820; TR-FRET Mcl-1/Bid-Dy647 peptide binding; inhibition, % at 21.7 µM; 220,000 compounds, 0.97% hits;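 active = compounds that cut the binding signal by more than half at the single screening dose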;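 note: His-tagged Mcl-1 with europium anti-His antibody binding Bid BH3 peptide; 0% = Mcl-1 plus peptide wells and 100% = peptide-only wells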
# Pf gametocyte: late stage P. falciparum gametocyte viability inhibitors, primary screen, ATP luminescence, HTS; P. falciparum stage V gametocytes, 24 h; inhibition, % at 10.9 µM; 150,000 compounds, 0.065% hits; AID 743093, 2013;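 active = inhibition above the mean plus 3 SD of compounds within the control limits, set per campaign, cut at about 38% in these data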;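 note: 0% = DMSO wells and 100% = medium only without gametocytes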
# Rab7 wt modul: modulators of GTP binding to Rab7, primary screen, biochemical, wildtype, multiplex bead flow cytometry; GST-Rab7 beads, fluorescent GTP binding; actives lie on both sides; untreated = 100%, excess cold GTP = 0%; GTP binding activity (percent of control), % at 10 µM; 190,000 compounds, 0.055% hits; AID 758, 2007;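 active = fluorescent GTP binding to Rab7 beads changed by at least 20 points from the 100% baseline, either direction, mostly lower; inconclusive = compound itself probably fluorescent, or too few beads counted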;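 note: median green fluorescence of bound Bodipy-FL-GTP per Rab7 bead population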
# Rac1 mut GTP: GTP binding modulators of activated mutant Rac1, primary screen, biochemical, bead-based flow cytometry, multiplex, fluorescent GTP; GST-Rac1 activated beads; actives lie on both sides; 100% means binding = to untreated wells; percent activity (GTP binding), % at 10 µM; 190,000 compounds, 0.11% hits; AID 764, 2007;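 active = GTP binding at least 20 percentage points away from the 100% baseline, in either direction, so actives lie on both sides; inconclusive = Compound likely fluorescent itself, or too few beads counted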
# * marks the source's active call; other numbers are inactive results; ? = inconclusive; . = no result given. No enrichment for hits. Share with any hit: about 2.9%.
# Each structure is followed by: Mcl-1 Bim block	Rac1 wt modul	RGS8-Gao reg	Cdc42 wt GTP	Rab2 wt GTP	HRas wt GTP	Mcl1 Noxa PPI	Mcl1-Bid inh	Pf gametocyte	Rab7 wt modul	Rac1 mut GTP
CC/C(Cc1ccccc1)=N\NC(=O)c1cc([N+](=O)[O-])cc([N+](=O)[O-])c1
  1.0	100.0	103.0	94.0	95.0	96.0	-8.6	-57.9	14.7	101.0	95.0
CC(=O)c1c(C)[nH]c(C(=O)OCC(=O)Nc2cccc(S(=O)(=O)N(C)C)c2)c1C
  0.0	97.0	102.5	99.0	93.0	92.0	5.9	-33.6	11.0	101.0	92.0
CCOc1cc(C(=O)Nc2c(C)ccc3nsnc23)cc(OCC)c1OCC
  -11.0	98.0	98.3	97.0	98.0	96.0	16.9	-6.7	.	99.0	97.0
Fc1ccccc1N1CCN(Cc2nc(-c3ccc(Cl)cc3Cl)no2)CC1
  -2.0	81.0	102.6	84.0	88.0	86.0	22.3	11.5	.	96.0	89.0
CCOc1cccc2cc(-c3nnc(NCc4ccc5c(c4)OCO5)s3)c(=O)oc12
  -2.0	101.0	.	102.0	99.0	101.0	44.4	-7.0	-9.5	101.0	97.0
Cc1cccc(N2CCN(c3nc4nonc4nc3N3CCSCC3)CC2)n1
  -3.0	103.0	104.7	100.0	101.0	102.0	13.8	-34.0	-24.6	110.0	98.0
COc1cc(/C=N/NC(=O)Cn2ccc(C(F)(F)F)n2)cc(OC)c1OC
  -2.0	99.0	20.0*	98.0	96.0	96.0	13.9	-12.4	3.0	97.0	97.0
Cc1ccc(-c2nn(C)c(=O)c3ccccc23)cc1S(=O)(=O)NCCN1CCOCC1
  -2.0	95.0	90.0	95.0	95.0	95.0	-2.6	-21.6	.	97.0	94.0
Cc1ccc(C(C)C)c(OCC(=O)Nn2c(=O)[nH]c3ccccc3c2=O)c1
  0.0	101.0	106.2	103.0	99.0	101.0	2.4	-10.3	.	97.0	102.0
O=C(Cn1nc(C(F)(F)F)c2c1CCCC2)Nc1ccc2c(c1)OCO2
  -5.0	102.0	101.1	98.0	101.0	99.0	18.9	7.0	-4.3	102.0	97.0
CC1=C(C(=O)N2CCOCC2)C(c2ccc(-c3ccccc3)cc2)NC(=S)N1 (stereo not given)
  4.0	97.0	101.5	91.0	91.0	94.0	15.9	-12.8	4.5	93.0	97.0
COc1ccc(CNc2ccc3c(c2)CCC3)cc1OC
  2.0	100.0	118.8	99.0	97.0	95.0	32.5	20.8	.	95.0	97.0
CC(C)OCCCNS(=O)(=O)c1ccc2c(c1)oc(=O)n2C
  0.0	101.0	95.7	95.0	99.0	98.0	16.8	-20.9	.	99.0	97.0
COc1ccc(N/C(C)=C/C(=O)c2ccccc2)cc1
  -1.0	103.0	98.3	99.0	101.0	104.0	15.4	-15.7	-16.0	99.0	102.0
CCOc1ccc(C2=NNC(c3cccs3)=Nc3ccc(OC)cc32)cc1
  1.0	103.0	100.1	104.0	101.0	101.0	17.4	5.7	16.9	96.0	101.0
C=CCC1(N(C(C)=O)c2ccccc2)CCCCC1
  1.0	91.0	101.9	91.0	96.0	93.0	-4.1	-5.2	-4.0	101.0	93.0
O=C(C1CCCN(S(=O)(=O)c2cccs2)C1)N1CCc2ccccc2C1 (stereo not given)
  0.0	104.0	101.8	101.0	103.0	101.0	9.5	3.2	-4.5	103.0	99.0
COCCNC(=O)c1ccccc1NC(=O)c1ccccc1N(C)S(=O)(=O)c1ccc(C)cc1
  -4.0	100.0	101.1	102.0	100.0	101.0	10.4	-5.5	-12.0	104.0	97.0
Cc1ccc(N2C(=O)[C@@H]3[C@H](C2=O)C2c4ccccc4C=NN2[C@@H]3C(=O)c2ccc(Cl)cc2)cc1 (stereo not given in full)
  0.0	106.0	100.6	102.0	98.0	100.0	-8.7	7.1	6.1	98.0	100.0
COc1cc2[nH]c(=S)n(Cc3ccco3)c(=O)c2cc1OC
  3.0	102.0	95.7	102.0	97.0	100.0	27.1	-59.0	-33.4	100.0	96.0
NC(=O)CSCc1c(Cl)cccc1Cl
  -2.0	102.0	100.1	103.0	102.0	101.0	-14.6	-26.8	12.0	99.0	98.0
O=C(NNc1nc2c(F)cccc2s1)C1COc2ccccc2O1 (stereo not given)
  -1.0	101.0	105.2	98.0	101.0	102.0	-9.6	-47.6	4.3	108.0	97.0
COc1ccc(CCNc2oc(COc3ccccc3F)nc2C#N)cc1
  0.0	106.0	98.9	100.0	101.0	100.0	7.0	-25.4	0.3	96.0	101.0
CC1(C)Cc2ccccc2-c2nnc(SCC(=O)Nc3ccc4c(c3)OCO4)n21
  0.0	95.0	101.2	99.0	99.0	100.0	-2.1	2.5	8.7	100.0	93.0
O=C1Oc2ccccc2C(=O)/C1=C/N1CCN(c2ccccc2F)CC1
  2.0	?	104.5	?	?	?	2.9	-2.4	-1.8	?	?
COc1ccc(OCc2nc(N)nc(Nc3ccccc3)n2)cc1
  -4.0	107.0	100.6	105.0	102.0	102.0	14.6	5.3	.	102.0	101.0
COC(=O)c1ccccc1NC(=O)c1cccc(NC(=O)c2ccc(Br)o2)c1C
  1.0	104.0	96.1	98.0	97.0	98.0	-14.3	-18.0	.	95.0	99.0
CCCCc1ccc(NC(=S)NCCc2ccc(S(N)(=O)=O)cc2)cc1
  1.0	96.0	93.6	96.0	97.0	96.0	6.5	-41.4	25.2	101.0	95.0
CCOC(=O)C1=C(O)/C(=C/c2ccc(OCC(=O)O)c(OC)c2)SC1=Nc1ccc(OC)cc1
  -4.0	94.0	103.2	92.0	96.0	94.0	15.1	-11.9	1.9	94.0	96.0
CC(=O)NCCNC(=O)[C@H](Cc1ccccc1)NC(=O)c1cccs1
  0.0	102.0	101.7	103.0	101.0	102.0	-5.2	-3.3	13.8	101.0	97.0
CCOc1ccc(N(CC(=O)NN=C2CCCC2)S(C)(=O)=O)cc1
  0.0	97.0	105.2	96.0	97.0	95.0	-7.2	8.2	0.4	94.0	96.0
COc1ccccc1C(=O)C(O)c1ccccc1OC (stereo not given)
  -1.0	87.0	97.3	91.0	92.0	91.0	.	-16.4	-11.6	93.0	91.0
COc1ccc(Cl)cc1NC(=O)CSc1nnc(CN2CCOCC2)n1-c1ccc(Cl)cc1
  -4.0	98.0	101.8	103.0	101.0	102.0	-7.9	-0.5	.	100.0	98.0
CCN(CC)S(=O)(=O)c1ccc(NC(=O)COC(=O)c2cnc(C)cn2)cc1
  1.0	98.0	101.5	96.0	92.0	96.0	1.6	-10.9	12.2	94.0	95.0
O=C(NCc1ccccn1)C1CN(S(=O)(=O)c2ccccc2)CCN1S(=O)(=O)c1ccccc1 (stereo not given)
  0.0	99.0	99.2	97.0	95.0	98.0	-12.1	-25.2	12.3	100.0	96.0
Cc1ccc(-n2nnc(-c3cc4ccccc4nc3Cl)n2)cc1
  3.0	?	99.6	?	?	?	10.0	-5.9	.	?	?
CCc1nc2c(cnn2-c2ccc(Cl)cc2)c(=O)n1-c1ccc(OC)cc1
  -2.0	108.0	101.9	103.0	102.0	104.0	13.3	-5.9	.	104.0	102.0
COc1ccc(CCNC(=O)CSc2ccc(-c3ccncc3)nn2)cc1
  -1.0	100.0	100.8	99.0	97.0	97.0	3.2	-18.1	4.0	97.0	96.0
CCN(CC)S(=O)(=O)c1cccc(NC(=O)C2SC(=Nc3ccc(C)cc3C)C(C(=O)NCC3CCCO3)=C2N)c1 (stereo not given)
  -2.0	103.0	101.6	103.0	103.0	103.0	4.0	-17.2	10.3	101.0	101.0
CC(C)COC(=O)c1ccc(NC(=O)C2C3C=CC(C3)C2C(=O)O)cc1 (stereo not given)
  2.0	103.0	99.0	102.0	99.0	101.0	3.3	-66.6	6.8	98.0	102.0
COC(=O)c1c(C(=O)OC)c(-c2ccc(C(C)(C)C)cc2)n2c1CS(=O)C2 (stereo not given)
  2.0	98.0	96.8	102.0	101.0	96.0	2.7	-5.7	.	98.0	95.0
CC(C)c1cc(NC(=O)CCl)on1
  -3.0	96.0	100.1	97.0	99.0	99.0	18.9	-3.9	0.9	102.0	94.0
O=C(NCCC1=CCCCC1)C1CCN(S(=O)(=O)c2ccc(Br)s2)CC1
  0.0	108.0	104.5	99.0	99.0	100.0	17.1	-7.5	-0.9	102.0	98.0
c1ccc(-n2nnnc2SCc2ccccn2)cc1
  2.0	107.0	98.1	105.0	105.0	104.0	-5.7	-6.2	.	105.0	103.0
CCOC(=O)c1sc(NC(=O)c2cccc(S(=O)(=O)N3c4ccccc4CC3C)c2)cc1C (stereo not given)
  -3.0	100.0	96.5	101.0	100.0	101.0	-5.4	-5.6	.	100.0	101.0
COc1ccc(C(=O)N/N=C(\C)c2ccc3c(c2)C2C=CCC2C(c2ccccc2)N3)cc1 (stereo not given)
  3.0	99.0	79.2	97.0	96.0	99.0	45.8	-1.8	.	101.0	97.0
COc1ccc(C(=O)CC(=O)c2ccccc2O)cc1OC
  9.0	101.0	100.8	97.0	102.0	99.0	4.5	-0.8	.	106.0	97.0
COCCN(Cc1cc2cc(C)ccc2nc1Cl)C(=O)Nc1ccccc1OC
  -2.0	100.0	96.2	98.0	94.0	96.0	21.5	5.4	.	96.0	94.0
